ERK AVP inh: inhibitors of vasopressin-stimulated ERK signaling pathway; Potency, µM (series often up to 57.5 µM), without a hit: at the highest dose activity, negative = inhibition, most hits filed as inhibitors; hit rate 0.99% among 72,000; HEK293-V1b, vasopressin-stimulated pERK AlphaScreen; note: potency is the fitted concentration of half-maximal effect; % is set by controls: 0 for no effect and ±100 for the full control effect; nearly all actives have a fitted effect of over 55% in size
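V1b-HEK293 cells; cpd 30 min 37C; 25 nM vasopressin 5 min; lyse 10 min; AlphaScreen beads 5 hr RT. Normalized to DMSO basal and 25 nM vasopressin; AC50 by Hill fit.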
Fluorescein fluor: fluorescein region autofluorescence. hit rate 0.91% among 59,000. max fluorescein-equivalent concentration, M. Compound autofluorescence, 480/540 nm, fluorescein-equivalent; stronger effect = higher value. AID 593; in the data active = max fluorescein-equivalent concentration above about 10 nM; inconclusive = between about 1.1 nM and that limit
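Library compounds, added at multiple concentrations to pH 8.0 Tris buffer (100 mM), incubate 15 min at room temperature before CCD imaging at 480 nm excitation and 540 nm emission.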
HBB splice mod: alters splicing of the hemoglobin beta chain; AID 925; HBB splicing reporter cell assay, activation; EGFP reporter with mutant IVS2-654 intron; response scale: normalised to 500 nM splice-correcting PNA; Potency, µM (doses to about 46.1 µM), for the others: at the highest dose activation, most hits filed as activators; hit rate 0.06% among 65,000; note: potency is the fitted concentration of half-maximal effect; 0% is about no effect
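Compounds were applied for 2 days to HeLa EGFP-654 cells, 500/well in Optimem with 2% FCS. The reporter's EGFP is disrupted by mis-splicing of beta-globin intron IVS2-654. Readout: summed well GFP fluorescence from 488 nm laser scanning; reference was 500 nM antisense […] 654 PNA.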
A350 autofl: A350 region autofluorescence | Compound autofluorescence, 340/450 nm, Alexa 350 dye-equivalents; stronger effect = higher value | hit rate 11% among 59,000 | AID 590 | max dye-equivalent concentration, M; in the data active = max dye-equivalent concentration above about 10 nM; inconclusive = mostly about 1.1 nM to 9.6 nM
TexasRed autofl: compounds fluorescent in Texas Red spectral region. max dye-equivalent concentration, M. Compound fluorescence, Texas Red channel, 547/618 nm; stronger effect = higher value. hit rate 0.06% among 59,000; in the data active = max dye-equivalent concentration above about 10 nM; inconclusive = between about 1.1 nM and that limit
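Compound fluorescence was read after 15 min at room temperature in 100 mM Tris, pH 8.0, using 547 nm excitation and 618 nm emission across a concentration series. It was expressed as Texas Red dye-equivalent concentration from an on-plate standard curve.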
Hsp90 Hop PPI: changes Hsp90-Hop TPR2A binding signal, up or down. AlphaScreen TPR2A-His6 binding biotin-Hsp90 C-terminal peptide. Potency, µM (top dose mostly 57 µM), without a hit: top-dose activity change, negative = inhibition. hit rate 0.44% among 71,000; active = well fitted curve in either direction with a large enough effect; inconclusive = small, poorly fitted or top-dose-only effect, or another doubt; note: potency is the fitted concentration of half-maximal effect; % is set by controls: 0 for no effect and ±100 for the full control effect; many of its hits are not listed in these tables
4-MU autofl: compound fluoresces in the 4-MU spectral region | AID 589 | max dye-equivalent concentration, M | compound autofluorescence, 340/450 nm, 4-MU equivalents; stronger effect = higher value | hit rate 11% among 59,000; in the data active = max dye-equivalent concentration above about 10 nM; inconclusive = mostly about 1.1 nM to 9.6 nM
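Intrinsic fluorescence at 340/450 nm (ex/em) was read after 15 min at room temperature in pH 8.0, 100 mM Tris. Each compound concentration expressed as 4-MU-equivalent concentration from a six-point 4-MU standard series on each plate.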
GFP derepression: epigenetic GFP locus derepression in mouse cells. Potency, µM (doses to about 46.1 µM), for inactives: at the top dose GFP derepression (activation). AID 597. mouse C127i GFP locus derepression, cytometry, 30 h. hit rate 0.09% among 68,000; note: % of control where 0% means no effect
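Murine C127i mammary cells carrying a silenced, stably integrated CMV-driven GFP reporter were treated with compound for 30 hours at 37 C. After PBS washes, GFP-positive cells were counted by laser-scanning microplate cytometry.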
CRE Fsk mod: modulators of forskolin-stimulated CRE signaling in CHO cells; hit rate 2.5% among 71,000; CHO CRE-bla reporter (cAMP response element driving beta-lactamase), forskolin EC10, beta-lactamase ratio; Potency, µM (series often up to 38.2 µM), inactives show top-dose activity change, negative = inhibition, hits mostly activators; active = well fitted activation curve with a large enough effect in the signal ratio, with a control signal flat, not every such curve was filed as active; inconclusive = small, poorly fitted or top-dose-only effect, or effect the other way, or a change in a side signal; the % refers to the signal ratio; note: potency is the fitted concentration of half-maximal effect; % of control where 0% means no effect
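Using CellSensor CRE-bla CHO cells in Opti-MEM with 0.5% dialyzed FBS, compounds were titrated with EC10 NKH 477 for 3 h at 37 °C. CCF4 ratio (460/530 nm) gave %Activity; AC50 derived.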
UbGFP stabilizer: ubiquitin-GFP accumulation via proteasome inhibition | Ubiquitin-GFP reporter cells, proteasome inhibition, GFP fluorescence; response scale: untreated = 0%, 10 µM MG-132 = 100% | Potency, µM (top dose mostly 45.9 µM), for inactives: top-dose activation (GFP accumulation), most hits filed as activators | 67,000 tested, under 10 active | AID 526; active = well fitted activation curve with a large enough effect, not every such curve was filed as active; inconclusive = small, poorly fitted or top-dose-only effect, or another doubt; inactive = no such curve, though single readings can be large or run the other way; note: potency is the fitted concentration of half-maximal effect
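GFP accumulation read-out: laser plate cytometry counting ubiquitin(G76V)-GFP-expressing U2OS cells after 4 hr compound exposure at 37 °C. Titrations spanned 46 uM to 2.9 nM; 0% = basal, 100% = 10 uM MG-132; concentration-response curves fitted.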
FLuc inh: inhibitors of firefly luciferase. purified firefly luciferase, luminescence, 8 min. Potency, µM (highest dose often 57.1 µM), for the others: at the top dose activity change, negative = inhibition, actives largely listed as inhibitors. hit rate 2.2% among 72,000. AID 411; note: potency is the fitted concentration of half-maximal effect; % is set by controls: 0 for no effect and ±100 for the full control effect; nearly all actives have a fitted effect of over 40% in size
Target sequence (P08659 whole entry, looked up): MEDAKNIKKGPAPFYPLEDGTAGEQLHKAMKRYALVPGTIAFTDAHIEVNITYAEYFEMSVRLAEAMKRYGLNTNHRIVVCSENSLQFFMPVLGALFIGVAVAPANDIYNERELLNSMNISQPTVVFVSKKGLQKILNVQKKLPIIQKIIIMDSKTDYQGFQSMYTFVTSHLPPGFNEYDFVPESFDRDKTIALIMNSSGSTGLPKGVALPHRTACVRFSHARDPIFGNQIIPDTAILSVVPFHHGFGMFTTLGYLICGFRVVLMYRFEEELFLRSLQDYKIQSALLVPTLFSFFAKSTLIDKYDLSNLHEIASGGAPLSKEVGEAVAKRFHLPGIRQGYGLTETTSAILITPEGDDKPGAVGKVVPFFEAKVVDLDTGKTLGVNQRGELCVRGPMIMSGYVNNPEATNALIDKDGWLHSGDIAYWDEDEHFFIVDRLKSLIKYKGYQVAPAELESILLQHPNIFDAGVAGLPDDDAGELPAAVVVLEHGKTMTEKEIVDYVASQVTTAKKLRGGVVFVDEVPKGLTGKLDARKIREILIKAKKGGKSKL
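Titration-based qHTS; buffer 50 mM imidazole pH 7.2, 50 mM KCl, 7 mM MgCl2, 10 uM ATP, 0.01% Tween 20, 0.05% BSA; luciferase/luciferin detector mix added after compound; 8 min, ambient; luminescence.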
Numbers without * were called inactive; i = inactive; ? = inconclusive; . = not tested or not shown; [ ] = remark or other dose. Unless noted, calls come from the whole dose curve; as a rule, active = well fitted curve in the direction sought with a large enough effect; inconclusive = small, poorly fitted or top-dose-only effect, or another doubt; inactive = no such curve, though single readings can be large; an effect the other way counts as inactive or inconclusive.

canonical_smiles,ERK AVP inh,Fluorescein fluor,HBB splice mod,A350 autofl,TexasRed autofl,Hsp90 Hop PPI,4-MU autofl,GFP derepression,CRE Fsk mod,UbGFP stabilizer,FLuc inh
Cc1occc1-c1nnc(SCC(=O)N2c3ccccc3CCc3ccccc32)n1C,-10.3%,i,-1.9%,?,?,-2.7%,i,-0.2%,?,-1.7%,-13.8%
C=C/C(C)=C/[C@]1(C)SC(=O)C(C)=C1O,18.3%,?,0.9%,i,i,-5.7%,i,1.1%,-0.2%,3.2%,2.9%
CC1CN(S(=O)(=O)c2ccc(NC(=O)CCCN3C(=O)c4ccccc4C3=O)cc2)CC(C)O1 (stereo unspecified),-2.6%,?,-1.2%,i,?,-4.2%,i,-2.0%,-3.0%,-6.2%,-0.6%
COCC(=O)Nc1ccc(N(C)C)cc1,-9.6%,i,5.2%,i,i,-4.4%,i,0.0%,1.5%,-5.3%,-1.6%
COc1ccccc1C(=O)N1CCc2ccccc21,-5.9%,?,-0.2%,i,i,-4.9%,i,0.0%,?,-2.5%,-0.5%
COc1cccc(-c2nnc(SCC(=O)Nc3ccc4c(c3)OCCO4)n2Cc2ccco2)c1,-20.7%,i,0.7%[1.84 µM],i,?,-12.7%,i,2.0%,?,10.0%,-1.7%
COc1ccc(OC)c(-n2cnnn2)c1,-11.7%,i,-1.6%,i,i,-6.7%,i,1.6%,?,4.9%,1.5%
CCCOc1ccc(N2C(=O)CC(N3CCN(c4ccccc4F)CC3)C2=O)cc1 (stereo unspecified),15.1%,.,-1.0%,.,.,0.0%,.,-2.3%,-10.7%,4.8%,1.1%
Cc1ccc(S(=O)(=O)C2(C(=O)Nc3cccnc3)CC2)cc1,-12.8%,.,-0.7%,.,.,-4.3%[2.3 µM],.,.,-4.0%,3.8%,2.4%
Cn1c(=O)c2c(nc(Br)n2CC(=O)C23CC4CC(CC(C4)C2)C3)n(C)c1=O,-15.6%,i,1.1%[0.369 µM],i,i,-4.1%,i,3.7%,?,.,4.1%
Cc1cc(NC(=O)CSc2nc(C(C)C)nc3sc(C)c(C)c23)no1,-26.4%,i,2.5%[57.5 µM],i,i,1.8%,i,1.9%,?,-1.0%,0.0%
Cc1nc(NCC2CCCO2)c2nnn(Cc3ccccc3Cl)c2n1 (stereo unspecified),-27.7%,i,.,i,i,0.9%,i,-1.2%,4.5%,4.1%,3.5%
COc1ccc2c(c1)CCc1c(C(=O)N3CCCc4ccccc43)noc1-2,4.6%,?,-1.6%,i,i,-3.2%,i,0.0%,?,-9.9%,-19.5%
CCCc1noc2c1C(c1ccoc1)C(C#N)=C(N)N2 (stereo unspecified),?,?,0.4%,?,i,-11.9%,i,-0.1%,?,-1.6%,-0.2%
CC(=O)c1cccc(S(=O)(=O)N2CCN(c3nc4cc(C)cc(C)c4cc3C#N)CC2)c1,31.7%,i,.,2.8e-08M*,i,110.3%,3.31e-08M*,4.9%,3.4%,6.7%,1.4%
COc1ccc(C(CC(=O)Nc2nccs2)n2cccc2)cc1 (stereo unspecified),21.5%,?,-1.3%,i,i,-5.0%,i,4.0%,-10.7%,-3.7%,15.8µM*
COc1ccccc1-c1cc(NCc2cnc(C)cn2)ncn1,-8.7%,i,0.5%,i,i,-18.2%,i,3.5%[9.22 µM],3.6%,-1.6%,-0.3%[2.29 µM]
O=C(NC(O)C(=O)c1cccs1)c1cccnc1 (stereo unspecified),-8.9%,?,0.4%,i,i,-6.4%,i,2.2%,-8.6%,1.0%,-0.1%
COC(=O)C1C(=O)C=C(N2CCOCC2)CC1(C)C (stereo unspecified),-24.4%,.,1.0%,.,.,2.8%,.,-1.8%,2.5%,-2.9%,0.0%
CCOc1ccc(CCNC(=O)Cn2c(-c3nonc3N)nc3ccccc32)cc1OCC,3.1%,i,1.9%,i,i,-0.1%,i,15.1%,?,-10.9%,1.5%
Cc1ccc2c(CSc3nncs3)cc(=O)oc2c1,-24.5%,?,-2.3%,i,i,-2.3%,i,-1.8%,15.9%,3.5%,-5.8%
O=C(Cn1cnc2c(cnn2-c2ccccc2)c1=O)c1ccc(Cl)cc1,.,.,-0.4%,.,.,-2.9%,.,.,-2.6%,6.7%,1.1%
O=C(c1ccc(C(=O)N2CCCc3ccccc32)nc1)N1CCCc2ccccc21,-4.3%,.,0.2%,.,.,-0.3%,.,-1.8%,-2.9%,8.7%,2.3%
c1cncc(-c2nc(-c3ccc4c(c3)OCO4)cs2)c1,25.2%,?,-0.3%[57.5 µM],?,i,4.5%,?,1.6%,-7.3%,4.6%,12.6µM*
Nc1nc(CN2CCN(c3cccc(Cl)c3)CC2)nc(N2CCCc3ccccc32)n1,6.31µM*,i,-0.3%,i,i,-10.9%,i,0.0%,?,-4.8%,-1.1%
O=C(c1cc(-c2ccccc2)on1)N1CCN(Cc2ccc3c(c2)OCO3)CC1,-38.5%,?,-2.4%,i,i,-2.5%,i,1.6%,-19.2%,0.4%,0.8%
COc1cccc(OCCOc2c(OC)cccc2OC)c1,31.1%[activator],i,-1.2%,i,i,8.5%,i,4.3%,1.7%,-1.2%,-0.6%
Cc1ccc(C)c(-n2c(CNC(=O)c3ccco3)nnc2SCC(=O)Nc2nccs2)c1,-7.8%,?,-0.1%,i,?,1.6%,i,-1.2%,?,6.3%,2.1%
O=C(NCC1(N2CCOCC2)CCCCC1)c1ccc(Cl)c(S(=O)(=O)NCc2ccco2)c1,9.6%,i,-0.7%,i,i,-5.1%,i,0.0%,-17.5%,?,-4.7%
CCOc1ccc(/C(O)=C2/C(=O)C(=O)N(c3nc(C)c(C)s3)C2c2ccco2)cc1 (stereo unspecified),.,?,.,?,i,.,i,2.3%[20.6 µM],.,.,-3.0%[25.5 µM]
COc1ccccc1N=Cc1nc(-c2ccccc2)oc1OC(C)=O,.,i,.,i,i,.,i,-0.3%[20.6 µM],.,.,2.0%[25.5 µM]
COC(=O)Cc1csc(N)n1,2.4%,?,-2.7%,i,i,-1.2%,i,0.0%,-4.8%,0.1%,2.2%
CC(CCc1ccccc1)NC(=O)C1CCN(S(=O)(=O)c2cnc[nH]2)CC1 (stereo unspecified),21.0%,i,-6.5%,i,i,-6.0%,i,2.2%,?,1.7%,0.8%
O=C1O[C@@H]([C@H](O)[C@H](O)[C@H](O)CO)[C@@H](O)[C@@H]1O,-17.2%[11.5 µM],?,5.4%[9.22 µM],i,i,-0.8%[11 µM],i,0.0%[9.22 µM],-7.0%[7.6 µM],2.3%[9.17 µM],-0.5%[11.4 µM]
COc1cccc(C(=O)Nc2ccc3nc(N4CCN(c5ncccn5)CC4)cc(C)c3c2)c1OC,-12.0%,?,-0.3%,1.16e-07M*,i,?,1.13e-07M*,1.2%,?,8.2%,-1.2%
COC(=O)c1[nH]c2c(c1C)C(=O)CCC2,20.6%,i,0.8%,i,?,-0.7%,i,2.9%,0.3%,13.1%,-1.4%
O=C1c2oc3ccc(F)cc3c(=O)c2C(c2cccc(O)c2)N1CCCN1CCOCC1 (stereo unspecified),.,.,-0.2%,.,.,-2.6%,.,.,-14.8%,5.9%,1.8%
Cc1noc(NS(=O)(=O)c2ccc(N3Cc4ccccc4C3=O)cc2)c1C,-4.8%,i,-0.1%[57.5 µM],i,?,-0.5%,i,2.9%,12.6µM*,-3.9%,-7.4%
CCCCCCCCCCCCCCCCCCc1ccc(C(=O)/C=C\C(=O)O)cc1,4.7%,.,.,.,.,-0.1%,.,-1.4%,?,0.0%,0.9%
CS(=O)(=O)N(CC(=O)O)c1ccc2c(c1)OCO2,-6.5%,?,0.0%,i,i,-0.7%,i,0.0%,4.8%,-2.0%,0.3%
COc1ccc(C(=O)Nc2cccnc2)cc1S(=O)(=O)N1CCOCC1,-13.8%,.,6.5%,.,.,1.2%,.,8.1%,6.6%,9.4%,0.4%
COC(=O)C1=C(C)NC(=O)CC1c1cc2c(cc1Br)OCO2 (stereo unspecified),0.3%,.,-4.4%,.,.,-0.7%,.,0.0%,2.2%,2.3%,-1.0%
Cc1ccccc1Oc1ccc(Oc2ccccc2C)nn1,11.2%,?,3.3%[0.369 µM],i,i,1.1%,i,2.1%,3.0%,.,-6.1%
c1ccc2[nH]c(NCCN3CCOCC3)nc2c1,-29.5%,i,-0.3%,i,?,0.0%,i,2.6%,-4.1%,0.7%,0.8%
Cn1c(=O)c(-c2ccc(Cl)cc2)nc2cnc(Nc3ccccc3)nc21,11.9%,i,-1.1%,i,i,-3.8%,i,-0.5%[9.22 µM],12.6µM*,-2.9%,-0.8%[11.4 µM]
CCCN(CCC)CCCNC(=O)c1cc2cc3ccc(OC)cc3nc2o1,9.5%,i,-0.7%,7.5e-06M*,i,-1.2%,7.81e-06M*,-2.8%,7.8%,2.2%,2.7%

Bioassay records (PubChem BioAssay)

This is a subset, so the mix of outcomes need not match the whole.
